Compound activity from PubChem.
T cell HTS: modulates CD8 T cell binding to vesicles. 2C CD8+ T cell-vesicle binding, flow cytometry; hits give low values. calls only at 7 µM. 0.068% of 330,000 active. AID 2052;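 active = response, share of CD8 T cells binding vesicles, and their 90th percentile fluorescence all below set limits, cut at about 80% in these data, passing the limit was not always enough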
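material = purified 2C TCR transgenic mouse naive CD8+ T cells | controls = Unloaded micro-vesicles (low), QL9 vesicles with 0.7% DMSO (high) | detection = cytometric PE anti-B7-1 and Alexa647 anti-CD8 signals after 1% paraformaldehyde fixation | incubation = binding step 1.5 h, 37 °C, antibody labelling 20 min, ice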
GPR55 LPI antagonism: inhibition of LPI-stimulated GPR55 beta-arrestin translocation – imaging, U2OS, beta-arrestin-GFP, LPI agonist, primary screen (AID 2013); U2OS GPR55 beta-arrestin-GFP translocation imaging, LPI antagonism; higher % means a stronger effect; one-dose inhibition, % at 10 µM; IC50 in µM for titrated hits; 0.13% of 290,000 active;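 active = spots per cell inhibited over 60%, with over 100 cells counted and total cytoplasm intensity under 500,000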;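 also: U2OS cells stably carrying GPR55 and arrestin-GFP stimulated by 5 µM LPI near EC80; imaged beta-arrestin-GFP aggregate spots per cell after agonist stimulation; plate controls were LPI-stimulated DMSO wells for no effect and DMSO wells without LPI for full effect; some results filed as inactive read as strong as hits; confirmed hits need IC50 under 10 µM and bright autofluorescent wells are also inconclusive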
West Nile virus CPE: inhibition of WNV-induced cytopathic effect – cell-based, CPE readout (AID 1621). West Nile virus-infected cells, CPE inhibition; higher % means a stronger effect. 0.02% of 290,000 active. CPE inhibition, % at 10 µM, or IC50 in µM where a hit was titrated; in the data active = a potency from the dose series; also: strong numbers were not always called active
KOR beta-arrestin-1: kappa opioid receptor activators – cell-based, luminescence, uHTS, primary screen (AID 1777). KOR beta-arrestin recruitment, luminescence; higher % means a stronger effect. one-dose activation, % at 10 µM; EC50 in µM for titrated hits. 0.02% of 280,000 active; in the data active = activation above about 50%, passing the limit was not always enough; also: a part of the inactive calls stands beside numbers as strong as those of hits
KOR beta-arrestin-2: kappa opioid receptor blockers – cell-based, luminescence, uHTS (AID 1778); KOR beta-arrestin recruitment, luminescence, antagonist mode; higher % means a stronger effect; one-dose inhibition, % at 10 µM; IC50 in µM for titrated hits; 0.091% of 290,000 active; in the data active = inhibition above about 50%; also: strong numbers were not always called active
GPR55 beta-arrestin: GPR55 agonists via beta-arrestin recruitment, primary screen, imaging, U2OS cells, beta-arrestin-GFP redistribution (AID 1961) | 0.048% of 290,000 active | U2OS GPR55 beta-arrestin-GFP redistribution imaging; higher % means a stronger effect | one-dose activation, % at 10 µM; EC50 in µM for titrated hits;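 active = activation above 40% with more than 50 cells counted in the well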;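 also: U2OS osteosarcoma cells stably expressing GPR55 and beta-arrestin-GFP; plate controls were DMSO negative control for no effect and LPI positive control for full effect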
NTR1 agonist: agonists of NTR1, primary screen, imaging, U2OS cells, beta-arrestin-GFP, high content (AID 493036); NTR1-U2OS beta-arrestin-GFP spot imaging, agonist mode; activation, % at 20 µM; 0.17% of 330,000 active;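 active = activation at or above 40% of the spot to cytoplasm intensity ratio, with at least 20 cells analyzed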;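 also: 0% = DMSO without peptide and 100% = 100 nM NTR1 peptide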
Target sequence (P30989 whole entry, looked up): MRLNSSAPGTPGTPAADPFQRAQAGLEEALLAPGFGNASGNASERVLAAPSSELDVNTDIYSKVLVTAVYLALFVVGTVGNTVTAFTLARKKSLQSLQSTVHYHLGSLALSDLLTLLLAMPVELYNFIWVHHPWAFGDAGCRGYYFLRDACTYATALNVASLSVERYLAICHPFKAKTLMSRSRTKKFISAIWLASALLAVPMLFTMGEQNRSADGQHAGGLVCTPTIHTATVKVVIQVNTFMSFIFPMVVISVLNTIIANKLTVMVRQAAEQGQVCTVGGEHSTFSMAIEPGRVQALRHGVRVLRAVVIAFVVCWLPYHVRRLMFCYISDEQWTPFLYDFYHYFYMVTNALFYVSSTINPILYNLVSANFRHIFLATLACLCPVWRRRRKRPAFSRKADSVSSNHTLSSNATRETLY
Salmonella PhoP GFP: PhoP-dependent GFP reporter repression – Salmonella Typhimurium, primary screen (AID 1863). S. Typhimurium PhoP-regulated promoter GFP reporter, 4 h; higher % means a stronger effect. inhibition, % at 50 µM; hits with a dose series show IC50 in µM. 0.16% of 300,000 active;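 active = inhibition over 29.93%, a cutoff 3 SD above the screen mean, later confirmed by dose response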;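 also: 0% = low Mg2+ inducing control and 100% = high Mg2+ repressing control; strong numbers were not always called active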
GPR35 antagonists: inhibition of zaprinast-stimulated GPR35 beta-arrestin translocation – imaging, U2OS, beta-arrestin-GFP, zaprinast agonist, primary screen (AID 2058). U2OS GPR35 beta-arrestin-GFP translocation imaging, zaprinast antagonism; higher % means a stronger effect. one-dose inhibition, % at 10 µM; IC50 in µM for titrated hits. 0.052% of 290,000 active;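 active = inhibition of at least 50% with at least 30 cells and total cytoplasm GFP at most 10,000,000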
T cell HTS vesicle-bound %: further read-out of T cell HTS, marked with its call; double positive events, %; measured here: CD8+ vesicle-bound cell fraction;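 binding gate set so that unloaded-vesicle control wells show 10% double positive cells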
NTR1 agonist cell count 20 µM: second read-out of NTR1 agonist, no call of its own (marks repeat the call); cell count; measured here: cell count, cytotoxicity flag
An asterisk follows results filed as active; i = inactive; . = no result given; [ ] = another dose, or the depositor's remark.

(1) Cc1cccc2sc(N(CCCN(C)C)C(=O)c3sc4ccccc4c3Cl)nc12
(2) CN(CC(=O)Nc1cccc(F)c1)C(=O)CCNC(=O)c1ccc(Br)cc1
(3) CCc1cccc(NC(=O)C2CCN(S(=O)(=O)c3ccc4c(c3)CC(C)N4C(C)=O)CC2)c1 (centres undefined)
(4) O=C1CC(c2ccccc2)n2nc(NS(=O)(=O)c3ccccc3)nc2N1 (centres undefined)
(5) COC(=O)CN(C)C(=O)c1ccccc1OC1CCN(S(C)(=O)=O)CC1
(6) Cc1csc(NC(=O)CSc2sc3c(O)cc(=O)[nH]c3c2C#N)n1
(7) COc1ccccc1NC(=O)O/N=C(\N)c1ccccc1
(8) Cc1cc(N2CCOCC2)n2nc(C)c(-c3ccc(Cl)cc3)c2n1
screen / no.	1	2	3	4	5	6	7	8
NTR1 agonist cell count 20 µM	50	69	56	47	57	55	79	63
T cell HTS	i	i	i	i	i	i	i	i
GPR35 antagonists	15.7%	3.8%	0.9%	9.9%	-3.4%	3.6%	8.9%	-16.4%
KOR beta-arrestin-2	5.9%	8.7%	-16.1%[20 µM]	-125.6%	-45.2%	6.2%	40.3%	2.1%
GPR55 LPI antagonism	47.0%	20.5%	-2.5%	-6.6%	2.9%	9.4%	-8.5%	-3.2%
T cell HTS vesicle-bound %	42.6	15.8	24.8	56.6	53.1	8.2	22.6	63.5
GPR55 beta-arrestin	-0.1%	-0.1%	-0.1%	0.0%	-0.3%	0.2%	0.4%	-0.3%
NTR1 agonist	5.9	0.2	-4.6	1.3	1.9	1.1	3.1	4.6
KOR beta-arrestin-1	0.2%	2.7%	3.8%	3.3%	9.6%	-4.5%	3.4%	1.4%
West Nile virus CPE	-0.4%	-0.7%	0.7%	0.0%	0.1%	0.4%	0.1%	0.8%
Salmonella PhoP GFP	-8.1%	-5.1%	.	-6.2%	-5.7%	-4.1%	-4.6%	-4.0%

Overlap with the part before: 2 entries, followed by the next part.
(7) COc1ccccc1NC(=O)O/N=C(\N)c1ccccc1
(8) Cc1cc(N2CCOCC2)n2nc(C)c(-c3ccc(Cl)cc3)c2n1
(9) COCCn1c(C)cc(C(=O)CSc2cc(C)c3ccccc3n2)c1C
(10) O=C(N=C1SC2CS(=O)(=O)CC2N1c1ccc(Br)cc1F)C1CC1 (centres undefined)
(11) NS(=O)(=O)c1ccc(CCNCc2cc(Br)ccc2OCc2ccccc2F)cc1
(12) O=C(c1cccc(S(=O)(=O)N2CCCCC2)c1)N1CCN(c2ccccc2)CC1
(13) CCc1nnc(NS(=O)(=O)c2ccc(NC(=O)/C=C/c3ccc(F)cc3)cc2)s1
(14) CCn1ncc(Br)c1C(=O)Nc1ncc(C)s1
(15) CCOc1ccc(NC(=S)NC(=O)c2c(Cl)c(C)nn2C)c([N+](=O)[O-])c1
(16) CC(C)(C)NC(=O)COC(=O)CCC(=O)c1cccs1
screen / no.	7	8	9	10	11	12	13	14	15	16
NTR1 agonist cell count 20 µM	79	63	51	60	44	60	84	52	69	62
T cell HTS	i	i	i	i	i	i	i	i	i	i
GPR35 antagonists	8.9%	-16.4%	14.5%	5.7%	-12.0%	4.4%	-2.8%	6.1%	-7.7%	-0.6%
KOR beta-arrestin-2	40.3%	2.1%	10.7%	-26.1%	-48.5%	-4.0%	-37.7%	3.2%	12.7%	2.3%
GPR55 LPI antagonism	-8.5%	-3.2%	2.9%	-5.4%	20.1%	5.3%	1.5%	-7.6%	13.2%	7.0%
T cell HTS vesicle-bound %	22.6	63.5	34.5	38.6	49.1	63.1	25.7	43.0	48.6	45.8
GPR55 beta-arrestin	0.4%	-0.3%	-0.1%	0.2%	0.8%	-0.1%	0.4%	0.3%	0.0%	0.5%
NTR1 agonist	3.1	4.6	1.5	1.3	2.4	1.0	1.3	-0.7	-0.9	-1.3
KOR beta-arrestin-1	3.4%	1.4%	5.9%	-2.7%	2.3%	2.1%	-5.2%	0.7%	7.9%	-5.4%
West Nile virus CPE	0.1%	0.8%	-1.3%	0.4%	-1.6%	-0.7%	-0.3%	0.8%	-0.9%	0.1%
Salmonella PhoP GFP	-4.6%	-4.0%	2.7%	9.5%	3.3%	3.0%	-6.7%	-2.5%	10.9%	12.3%

Reprinted from the part before: 4 compounds, then new ones.
(13) CCc1nnc(NS(=O)(=O)c2ccc(NC(=O)/C=C/c3ccc(F)cc3)cc2)s1
(14) CCn1ncc(Br)c1C(=O)Nc1ncc(C)s1
(15) CCOc1ccc(NC(=S)NC(=O)c2c(Cl)c(C)nn2C)c([N+](=O)[O-])c1
(16) CC(C)(C)NC(=O)COC(=O)CCC(=O)c1cccs1
(17) Cc1cc(C)nc(SCc2nnc(SCC(=O)Nc3ccccc3C)n2Cc2ccco2)n1
(18) CN1/C(=C\C=[N+](C)c2ccccc2)C(C)(C)c2ccccc21
(19) CCOc1cc2[nH]c(=S)n(Cc3ccc(C(=O)NCCCN(CC)CC)cc3)c(=O)c2cc1OCC
(20) Cc1ccc2nc(Nc3nc(CSc4nc5ccccc5s4)cc(=O)[nH]3)nc(C)c2c1
(21) CCc1nnc(NC(=O)c2c(OC)cccc2OC)s1
(22) Cc1c(N=c2scc(-c3ccccc3)n2C)c(=O)n(-c2ccccc2)n1C
(23) CC(=C/c1ccccc1)/C=N/n1cnnc1
screen / no.	13	14	15	16	17	18	19	20	21	22	23
NTR1 agonist cell count 20 µM	84	52	69	62	97	59	83	33	64	52	58
T cell HTS	i	i	i	i	i	i	i	i	i	i	i
GPR35 antagonists	-2.8%	6.1%	-7.7%	-0.6%	-3.4%	-4.4%	2.3%	-10.3%	-8.3%	0.4%	6.9%
KOR beta-arrestin-2	-37.7%	3.2%	12.7%	2.3%	-5.8%	-0.3%	-4.3%	-1.8%	-5.6%	16.6%	-9.8%
GPR55 LPI antagonism	1.5%	-7.6%	13.2%	7.0%	12.1%	8.8%	5.8%	-4.6%	-4.0%	3.3%	1.0%
T cell HTS vesicle-bound %	25.7	43.0	48.6	45.8	18.4	38.4	33.6	42.7	51.0	49.5	36.5
GPR55 beta-arrestin	0.4%	0.3%	0.0%	0.5%	0.8%	0.6%	0.0%	0.1%	-0.4%	0.6%	-0.1%
NTR1 agonist	1.3	-0.7	-0.9	-1.3	-1.6	1.0	3.8	7.6	0.8	1.6	3.3
KOR beta-arrestin-1	-5.2%	0.7%	7.9%	-5.4%	-1.2%	2.2%	-1.8%	4.0%	0.4%	1.3%	4.0%
West Nile virus CPE	-0.3%	0.8%	-0.9%	0.1%	0.1%	3.4%	-0.5%	.	-0.6%	-0.2%	-0.7%
Salmonella PhoP GFP	-6.7%	-2.5%	10.9%	12.3%	7.3%	-15.9%	0.9%	-10.3%	3.7%	-9.2%	5.0%
